Compound activity deposited in PubChem BioAssay by National Center for Advancing Translational Sciences (NCATS).
IkB sig inh: IkB pathway inhibition in ABC-DLBCL cells; ABC-DLBCL IkBa-CBG/CBR dual luciferase ratio, 4 h; response scale: scaled: untreated 0%, proteasome inhibitor 100%; AID 445; Potency, µM (titrated, usually from 57.1 µM), without a hit: top-dose IkBa stabilization activation; hit rate 0.04% among 110,000; active = well fitted curve in the direction sought with a large enough effect in the signal ratio, not every such curve was filed as active; inconclusive = small, poorly fitted or top-dose-only effect, or a change in a side signal; the % refers to the signal ratio;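 note: the direction sought is a rising ratio; 0% = basal untreated cells and 100% = reference inhibitor full response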
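In this assay, an IκBα–CBG68 fusion accumulates when IKK-driven degradation is blocked; native CBR normalizes for cell number. OCI-Ly3 cells were treated 4 h with compound and doxycycline, then green and red light read after Chroma-Glo addition.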
p53ts 32C kill: cytotoxicity in p53ts cells at permissive temperature; H1299-p53A138V at 32C, ATP luminescence viability, 24 h; Potency, µM (series often up to 46.1 µM), without a hit: top-dose activity change, negative = cytotoxicity, hits mostly cytotoxic; hit rate 0.93% among 130,000; AID 924;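 note: 0% = DMSO and -100% = full killing by reference compound; nearly all actives have a fitted effect of over 55% in size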
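Viability by ATPlite luminescence after 24 h compound treatment (up to 46 uM) at the permissive 32C. Cells are H1299 carrying p53 A138V. Scale runs from DMSO basal to 100 uM tamoxifen as full kill; AC50 from Hill fits.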
Peg3 imprint: induces erasure of genomic imprints in mouse ES cells; mouse ES Peg3-LacZ reporter, beta-gal luminescence, 40 h; Potency, µM (titrated, usually from 60.7 µM), inactives show at the highest dose activity change, positive = activation, most hits filed as activators; hit rate 0.02% among 110,000;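 note: 0% = negative control wells on the plate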
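Gelatin-coated wells received 300 freshly trypsinized female ES cells with a Peg3LacZ-Neo reporter on the maternal allele, then incubated 40 hours at 37C. BetaGlo was added for 5 minutes at room temperature before a single luminescence read.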
p53ts 39C kill: kills p53ts cells at the nonpermissive temperature | hit rate 1.5% among 130,000 | Potency, µM (titrated, usually from 46.1 µM), for the others: top-dose activity change, negative = cell killing, hits mostly cytotoxic | AID 902 | H1299-p53A138V viability at 39C, ATP luminescence, 24 h; note: nearly all actives have a fitted effect of over 55% in size
The depositor's hits bear a star; ? = inconclusive; nt = not tested or not shown; [ ] = dose if it differs, or a comment. Unless noted, calls come from the whole dose curve; as a rule, active = well fitted curve in the direction sought with a large enough effect; inconclusive = small, poorly fitted or top-dose-only effect, or another doubt; inactive = no such curve, though single readings can be large; an effect the other way counts as inactive or inconclusive. Unless noted, % is set by controls: 0 for no effect and ±100 for the full control effect; potency is the fitted concentration of half-maximal effect. Random draw from the library, and some 1.7% of all compounds hit somewhere here.

entry | Molecule | IkB sig inh | p53ts 32C kill | Peg3 imprint | p53ts 39C kill
1 | CNc1oc(Cc2ccccc2)nc1S(=O)(=O)c1ccc(Cl)cc1 | 0.8% | 9% | 0% | -5%
2 | CCN1C(=O)N(CC)C(O)(c2ccccc2)C1(O)c1ccccc1 (stereo unspecified) | -1.6% | 3% | -10% | -8%
3 | COCCNC(=O)c1ccc2c(c1)NC(=O)C(CS(=O)(=O)Cc1ccc(F)cc1Cl)N2 (stereo unspecified) | ? | -8% | 6%[10.9 µM] | -18%
4 | CCOC(=O)C(/C(N)=N/C(=O)Nc1ccccc1)=C(\C)O | 0.9% | 17% | 6% | -1%
5 | CCOc1ccccc1OCCn1nnc2ccccc21 | 0.1% | -1% | -13% | 2%
6 | CC1CCC2CC1C2(C)C (stereo unspecified) | -1.7% | 6%[1.84 µM] | 4% | 0%
7 | O=C(NC1CCCCCC1)C1c2ccccc2C(=O)N1C1CC1 (stereo unspecified) | -1.1% | -8% | -8% | -5%
8 | CC(C)[C@H](NC(=O)Nc1ccc(S(N)(=O)=O)cc1)C(=O)O | 3.3% | 5% | -6% | 13%
9 | Cc1cccc(C(=O)Nc2nc(-c3ccc(Br)cc3)ns2)c1 | -0.9% | -1% | -12%[10.9 µM] | -6%
10 | Cc1ccc2c(c1)N(C(=O)N1CCC(C(=O)NC3CCCCCC3)CC1)CCO2 | ? | 3% | -10%[10.9 µM] | 3%
11 | COc1ccc(C(=O)c2ccccc2O)c(O)c1 | 0.4%[25.6 µM] | 12% | -14% | -3%
12 | Cc1sc2ncn(CC(=O)N3CCN(c4cccc(Cl)c4)CC3)c(=O)c2c1S(=O)(=O)N1CCC(C)CC1 | ? | 15% | -4%[10.9 µM] | -20%
13 | Cc1nnc(SCC(=O)Nc2ccc(N3CCOCC3)cc2)o1 | -2.1% | 7% | 5% | 13%
14 | CCOc1ccc(Cl)cc1S(=O)(=O)n1nnc2ccccc21 | ? | 21% | -11% | 24%
15 | O=C(Nc1ccc(CN2CCOCC2)cc1)c1cc2ccccn2n1 | 5.8% | 5µM* | -88%[inhibitor] | 6.3µM*
16 | CNc1nc(Oc2ccccc2C(=O)OC)nc(SC)n1 | -2.3% | 12% | -13% | 8%
17 | COc1ccc(C(CC(=O)NCc2ccc(Cl)cc2)N2Cc3ccccc3C2=O)cc1OC (stereo unspecified) | 1.6% | 10% | -1%[10.9 µM] | -16%
18 | Cc1ccc(NC(=O)c2cc(S(=O)(=O)N3CCCC(C)C3)cn2C)c(Br)c1 (stereo unspecified) | ? | 3% | -8%[10.9 µM] | -12%
19 | C=CCn1c(N)c(C(=O)NCc2cccnc2)sc1=S | 0.2% | -13% | -5% | 0%
20 | CCc1ccccc1NC(=O)CSC1=C(C#N)C(c2ccc3c(c2)OCO3)C2=C(CCCC2=O)N1 (stereo unspecified) | 3.8% | 10% | -11% | 3%

The closing four entries of the section above open the next one.
entry | Molecule | IkB sig inh | p53ts 32C kill | Peg3 imprint | p53ts 39C kill
17 | COc1ccc(C(CC(=O)NCc2ccc(Cl)cc2)N2Cc3ccccc3C2=O)cc1OC (stereo unspecified) | 1.6% | 10% | -1%[10.9 µM] | -16%
18 | Cc1ccc(NC(=O)c2cc(S(=O)(=O)N3CCCC(C)C3)cn2C)c(Br)c1 (stereo unspecified) | ? | 3% | -8%[10.9 µM] | -12%
19 | C=CCn1c(N)c(C(=O)NCc2cccnc2)sc1=S | 0.2% | -13% | -5% | 0%
20 | CCc1ccccc1NC(=O)CSC1=C(C#N)C(c2ccc3c(c2)OCO3)C2=C(CCCC2=O)N1 (stereo unspecified) | 3.8% | 10% | -11% | 3%
21 | O=C(CSCc1c(F)cccc1Cl)NCc1ccco1 | 0.6% | 1% | -12% | -5%
22 | Cc1cc(C)c2cc(C#N)c(N3CCCC3)nc2c1 | -1.0% | 8% | -6% | -1%
23 | COc1ccccc1C(=O)N1CCN(c2ccccn2)CC1 | nt | 9% | nt | 7%
24 | CCOC(=O)c1ccc(NC(=O)c2ccc(CN3CCOCC3)cc2)cc1 | 0.0% | -1% | -10% | 14%
25 | Cc1ccc(C)c(NC(=O)C2CCCN(S(=O)(=O)c3cn(C)cn3)C2)c1 (stereo unspecified) | 1.4% | -1% | -2%[10.9 µM] | -17%
26 | CCc1cccc(CC)c1NC(=O)CCS(=O)(=O)c1ccc2c(c1)CCN2C(C)=O | 1.8% | 18% | 5%[10.9 µM] | 24%
27 | O=S(=O)(CCOc1ccccc1)c1nc2ccccc2[nH]1 | ? | ? | -2% | ?
28 | CCCCCOc1ccc(/C=c2\sc3ncnn3c2=O)cc1 | -2.6% | 6% | -9% | 1%
29 | COc1ccc(N2C(=O)CC(N3CCN(c4ccccc4F)CC3)C2=O)cc1 (stereo unspecified) | 2.8% | -5% | -4% | 1%
30 | Cc1cc(C)cc(NC(=O)CSc2nnc(CNC(=O)c3c(F)cccc3Cl)o2)c1 | 3.6% | 12% | 14%[10.9 µM] | 2%
31 | CCOC(=O)c1ccc(NC(=O)c2ccc(C)c(S(=O)(=O)N3CCOCC3)c2)cc1 | ? | 16µM* | -22% | ?
32 | Cn1c(=O)c2c(nc(OCc3cccnc3)n2Cc2c(F)cccc2Cl)n(C)c1=O | 1.1% | 0% | -12% | 4%
33 | CC1CCCCN1CCCNC(=O)C1CCN(c2nc3ccccc3o2)CC1 (stereo unspecified) | -0.1% | -5% | -16% | -18%
34 | O=C(CSc1nc2ccccc2c(=O)n1Cc1ccco1)NCc1ccco1 | 14% | -3% | nt | -6%
35 | CC(=O)OC1C[C@]2(C)[C@@H](CC(O)C3[C@]4(C)CCC(O)C(C)[C@@H]4CC[C@]32C)/C1=C(/CCC=C(C)C)C(=O)O (stereo partly specified) | nt | 5% | -6% | -8%
36 | O=C(COc1ccc(Cl)cc1)NCCc1csc(-c2ccc(F)cc2)n1 | -0.3% | -9% | 10%[10.9 µM] | ?
37 | COc1ccc2[nH]c(=O)c(CN(CC3CCCO3)C(=O)Nc3ccccc3)cc2c1 (stereo unspecified) | ? | 1% | -9% | -4%
38 | COc1cccc(C(c2sc3ncnn3c2O)N2CC(C)OC(C)C2)c1 (stereo unspecified) | -1.1% | -9% | -22% | -1%
39 | CCn1c(=O)c2c3c(sc2n(C)c1=O)CCC3 | -0.9% | 2% | -8% | 5%
40 | CC(=O)N1CCCc2ccc(NS(=O)(=O)c3ccc(C)c(C)c3)cc21 | ? | -3% | -18%[10.9 µM] | -13%

New compounds follow.
entry | Molecule | IkB sig inh | p53ts 32C kill | Peg3 imprint | p53ts 39C kill
41 | Cc1ccccc1Cn1cc(/C=N/n2cnnc2)c2ccccc21 | ? | 2% | -18% | 6%
42 | CCOc1cc(-c2c(C#N)c(N)nc3c2CCCC3)ccc1O | 2.9% | 6% | nt | 2%
43 | CCOC(=O)c1sc(NCC2CCCO2)nc1C (stereo unspecified) | -1.7% | -10% | 0% | -7%
44 | CCOC(=O)c1ccc(NC(=O)c2nc(SCc3ccccc3F)ncc2Cl)cc1 | -0.4% | ? | -11%[10.9 µM] | -29%
45 | CC(=O)Cc1ccccc1OCC(=O)O | 5.4% | 9% | -4% | 16%
46 | COC(=O)c1ccc(C(=S)N2CCOCC2)cc1 | -0.4% | 3% | -9% | 6%
47 | COc1ccccc1CNC(=O)c1nn(-c2ccc(C)cc2)c(=O)c2c1c1ccccc1n2C | ? | -1% | -11%[10.9 µM] | 5%
48 | COc1cccc(CNC(=O)c2c(C)nn(-c3cccc(C)c3)c2-n2cccc2)c1 | ? | 5% | -13%[10.9 µM] | -11%
49 | Cc1ccc(NC(=O)CCCn2c(=O)c3cccn3c3ccccc32)c(Cl)c1 | 0.8% | -2% | -13%[10.9 µM] | -5%
50 | CCC(NC(=O)NCCCn1ccnc1)(C(F)(F)F)C(F)(F)F | 0.3% | 7% | 1% | 9%
51 | CCC(=O)c1ccc(OCC(O)CN2CCN(c3cccc(C(F)(F)F)c3)CC2)cc1 (stereo unspecified) | ? | -9% | -5% | -7%
52 | CCC1=C2CC[C@H]3C(=O)N(c4ccccc4)C(=O)[C@H]3[C@H]2[C@@]2(C)C(=NCC(=O)OC)OC(=O)N2C1=O | nt | -2% | -4% | -2%
53 | O=C(NC1CC(=O)N(c2ccccc2)C1)c1ccc(S(=O)(=O)N2CCOCC2)cc1 (stereo unspecified) | ? | 3% | -7%[10.9 µM] | 1%
54 | O=C(CN1CCN(c2ccc(Cl)cc2)CC1)c1ccc2c(c1)OCO2 | 7.9% | -17% | -8% | -17%
55 | COC(=O)C1(C)NC(c2cccs2)C2C(=O)N(c3ccccc3F)C(=O)C21 (stereo unspecified) | 0.7% | -3% | -1% | -7%
56 | COCC(=O)N1CCC[C@@]2(CCN(Cc3cc(C(F)(F)F)cc(C(F)(F)F)c3)C2)C1 | -1.1%[11.4 µM] | -20% | nt | -2%
57 | CCOC(=O)c1sc2ccccc2c1S(=O)(=O)Nc1ccc(CC)cc1 | -0.7% | 6% | -12%[10.9 µM] | -19%
58 | COc1c2c(nc3occc13)C(CC=C(C)C)(OC)C(OC(C)=O)CC2 (stereo unspecified) | nt | -1% | nt | 24%
59 | CN(C)CCNC(=O)c1ccccc1-c1ccccc1 | -3.1% | 2% | -20% | -4%
60 | OC1(c2ccc(Br)cc2)CCNCC1 | 11% | 2% | -23% | 6%

Other results:
entry | Molecule | IkB sig inh | p53ts 32C kill | Peg3 imprint | p53ts 39C kill
61 | O=C(NCCc1ccccc1)c1ccc2c(c1)N(Cc1ccccc1F)C(=O)c1ccccc1S2=O (stereo unspecified) | -3.4% | 20% | -7%[10.9 µM] | -16%
62 | CC1Cc2nc(SCC(=O)Nc3nccs3)n(C)c(=O)c2S1 (stereo unspecified) | -2.0% | 17% | -20% | -18%
63 | Cc1cccc(/N=C/c2c(O)cc(C)oc2=O)n1 | -0.1% | -5% | -1% | -1%
64 | Cc1oc2cc(OC(C)C(=O)O)ccc2c(=O)c1Oc1ccccc1 (stereo unspecified) | 0.6% | 7% | 15% | -2%
65 | Cc1cccc(Cc2c(C)nc3nc(SCC(=O)NC4CCCCC4)nn3c2C)c1 | ? | 4% | -12%[10.9 µM] | -18%
66 | COc1ccc(-n2c(Cc3cccn3C)nnc2SCC(=O)Nc2ccc(F)cc2)cc1 | 1.7% | 19% | -12% | 0%
67 | O=C(NCCCc1nc2ccccc2n1Cc1ccc(Cl)cc1)c1ccco1 | -3.3% | -10% | -11%[10.9 µM] | -26%
68 | COc1cccc(NC(=O)C2CCN(S(=O)(=O)c3c(C)noc3C)CC2)c1 | 7.1% | 2% | -14%[10.9 µM] | 2%
69 | COC(=O)c1ccccc1NC(=O)CN1CCC(NC(=O)c2ccccc2C)CC1 | 0.9% | 2% | -13% | -3%
70 | CCN(CC)S(=O)(=O)c1ccc2[nH]cc(C(=O)NCCN3CCCCC3C)c(=O)c2c1 (stereo unspecified) | 0.9% | 2% | -13% | 5%
71 | N#Cc1ccc(COC(=O)c2ccc3c(=O)[nH]c(CN4CCOCC4)nc3c2)cc1 | -1.2% | -9% | 6% | -15%
72 | Cc1cc(=O)[nH]c(SCc2nc3ncccn3c2Br)n1 | -0.1% | 4% | 8% | -25%
73 | N#Cc1c(-c2ccco2)cc(C2CC2)nc1SCC(=O)c1ccccc1 | 0.9% | 3% | -11% | 15%
74 | CCOC(=O)N1CCN(C(=O)C2CCN(c3ncnc4c3sc3cccc(F)c34)CC2)CC1 | ? | 11% | -20% | -3%
75 | C=CCn1c(SCC(=O)Nc2cc(NC(C)=O)ccc2OC)nnc1-c1cccnc1 | 2.9% | 3% | -5% | 8%
76 | Cc1ccc(C(=O)N2CCN(c3cccc(Cl)c3)CC2)cc1-n1c(C)nc2cccnc21 | ? | -4% | -10%[10.9 µM] | 18%
77 | CC(N)CCCC(C)(C)O (stereo unspecified) | nt | -3% | -7% | -5%
78 | CCOC(=O)Nc1nc(-c2ccccc2)c(C)s1 | 0.2%[11.4 µM] | -2%[9.22 µM] | -7%[10.9 µM] | -6%[9.22 µM]
79 | Cc1ccc(-n2nc(C)c3c(C(=O)NCCc4ccc(S(N)(=O)=O)cc4)cc(C)nc32)cc1 | -4.5% | 11% | -10%[10.9 µM] | 6%
80 | Cc1cc(NC(=O)c2cc(C)on2)n(-c2ccccc2)n1 | 0.5% | -3% | 4% | 2%
81 | CCCn1c(SCc2nc(-c3ccc(OC)cc3OC)no2)nnc1-c1ccc(Cl)cc1 | ? | 10% | 9%[10.9 µM] | -19%
